Screening results deposited in PubChem BioAssay by National Center for Advancing Translational Sciences (NCATS).
12-hLO inh: 12-hLO (ALOX12) enzyme inhibition | purified 12-hLO, xylenol orange hydroperoxide absorbance | Potency, µM (highest dose often 57.1 µM), for inactives: at the highest dose activity change, negative = inhibition, hits mostly inhibitors | 150,000 tested, 0.12% active; note: potency is the fitted concentration of half-maximal effect; nearly all actives have a fitted effect of over 55% in size; many of its hits are not listed in these tables
Target sequence (P18054 whole entry, looked up): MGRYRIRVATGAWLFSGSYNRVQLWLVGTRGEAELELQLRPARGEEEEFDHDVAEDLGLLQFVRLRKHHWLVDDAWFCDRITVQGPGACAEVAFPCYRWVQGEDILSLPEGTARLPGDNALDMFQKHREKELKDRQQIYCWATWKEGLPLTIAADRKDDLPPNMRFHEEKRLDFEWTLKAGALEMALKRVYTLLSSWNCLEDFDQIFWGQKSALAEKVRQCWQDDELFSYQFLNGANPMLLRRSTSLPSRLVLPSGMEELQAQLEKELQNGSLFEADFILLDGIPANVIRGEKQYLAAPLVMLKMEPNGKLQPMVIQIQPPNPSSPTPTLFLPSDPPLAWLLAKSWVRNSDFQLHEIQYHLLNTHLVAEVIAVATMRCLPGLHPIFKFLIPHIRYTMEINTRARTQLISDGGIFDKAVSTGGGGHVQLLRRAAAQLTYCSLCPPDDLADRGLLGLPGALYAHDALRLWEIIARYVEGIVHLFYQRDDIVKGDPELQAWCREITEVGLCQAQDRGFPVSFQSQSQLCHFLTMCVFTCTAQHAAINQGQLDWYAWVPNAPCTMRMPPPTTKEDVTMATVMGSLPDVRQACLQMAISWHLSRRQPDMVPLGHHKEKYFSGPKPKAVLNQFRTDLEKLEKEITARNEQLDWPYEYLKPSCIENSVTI
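Xylenol orange chromogenic assay: hydroperoxide from 12hLO oxidises Fe(II), giving red-shifted Fe(III)-XO absorbance. Conditions: 150 nM enzyme, 40 uM arachidonic acid, 25 mM Hepes pH 7.0, 0.01% Triton X-100, 30 min, room temperature.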
IMPase cell inh: IMPase inhibition in cells; 120,000 tested, under 10 active; AID 901; inhibition (IP1 accumulation), % at 46.1 µM; CHO-M1 cells, IP1 accumulation, HTRF TR-FRET ratio; P97697; active = well fitted curve in the direction sought with a large enough effect in the signal ratio, not every such curve was filed as active; inconclusive = small, poorly fitted or top-dose-only effect, or a change in a side signal; inactive = no such curve, though single readings can be large or run the other way; the % refers to the signal ratio;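 note: cells stimulated with carbachol in lithium chloride buffer; plate controls were DMSO basal wells for no effect and reference inhibitor wells for full effect; higher means more IMPase inhibition seen as more IP1 and lower FRET ratio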
Target sequence (P97697 whole entry, looked up): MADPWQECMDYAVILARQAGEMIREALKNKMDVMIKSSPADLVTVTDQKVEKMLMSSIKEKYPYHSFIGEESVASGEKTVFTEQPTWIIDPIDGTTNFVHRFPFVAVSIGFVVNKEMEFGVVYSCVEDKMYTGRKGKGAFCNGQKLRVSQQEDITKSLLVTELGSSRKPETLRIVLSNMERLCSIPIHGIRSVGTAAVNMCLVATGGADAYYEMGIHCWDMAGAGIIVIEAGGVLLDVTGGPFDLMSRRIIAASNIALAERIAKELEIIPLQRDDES
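The IP-One HTRF competitive assay in carbachol-stimulated CHO-M1 cells quantifies cellular IP1. Compounds spanned up to 46 uM final, and activity is expressed as AC50 from concentration-response fits of the ratio and donor data.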
15-hLO-2 inh: 15-hLO-2 (ALOX15B) enzyme inhibition. purified 15hLO-2, xylenol orange hydroperoxide absorbance. Potency, µM (doses to about 57.1 µM), for inactives: top-dose activity change, negative = inhibition, usual class: inhibitors. 110,000 tested, 0.56% active; note: potency is the fitted concentration of half-maximal effect; nearly all actives have a fitted effect of over 60% in size; many of its hits are not listed in these tables
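Purified human 15hLO-2 (50 nM final) preincubated with compounds 15 min at room temperature in 25 mM Hepes pH 7.5, 0.01% Triton X-100, then 45 uM arachidonic acid added for 90 min; hydroperoxide detected via ferrous/xylenol orange, 573/405 nm absorbance ratio.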
PNC assembly inh: inhibitors of perinucleolar compartment assembly; PC3M PTB-GFP, PNC prevalence imaging, 16 h; active compounds read low; activity change (PNC), negative = inhibition, % at 10 µM; 140,000 tested, 3.1% active;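 active = readout at or below -70, meaning at least 70% loss of cells showing the perinucleolar compartment, a nuclear body marking cancer cells; inconclusive = readout between -30 and a set limit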;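 note: plate controls were DMSO wells for no effect and camptothecin positive control wells for full effect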
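PC3M cells stably expressing PTB-GFP, 750–1000 cells/well, treated 16 h at 37 °C with compound (23 nl of library stock), in duplicate. After paraformaldehyde fixation and Hoechst stain, imaged at 20x; PNC prevalence scored by image analysis.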
Numbers without * were called inactive; ? = inconclusive; . = no result given; [ ] = dose if it differs, or a comment. Unless noted, calls come from the whole dose curve; as a rule, active = well fitted curve in the direction sought with a large enough effect; inconclusive = small, poorly fitted or top-dose-only effect, or another doubt; inactive = no such curve, though single readings can be large; an effect the other way counts as inactive or inconclusive. Unless noted, % is set by controls: 0 for no effect and ±100 for the full control effect. This is a subset. The share of hits here may be higher or lower than overall.

SMILES	12-hLO inh	IMPase cell inh	15-hLO-2 inh	PNC assembly inh
O=C(CN1CCN(Cc2ccccc2Cl)CC1)N/N=C/C=C\c1ccccc1[N+](=O)[O-]	-4%	-8	.	?
CCCCN(c1ccccc1)c1ncnc2nc[nH]c12	2%	-4	.	18
Cc1csc(CCc2nc(C)cs2)n1	1%	2	-3%	51
CC1(C)CC(=O)c2cnc(NC(=O)C3CCCC3)nc2C1	-8%	-6	-1%	9
CC1C(c2ccccc2)N(C)C(c2ccccc2)CC1(O)c1ccccc1 (configuration not stated)	-2%	9	37%[activator]	?
O=C(Nc1ccc2c(c1)OCCO2)c1ccc(Br)o1	0%	5	3%	70
O=C(Nc1ccc(NC(=S)NC(=O)c2cccs2)cc1)c1ccccc1	-2%	.	.	19
CCN(CC)C(=O)C1CCCN(C(=O)Nc2ccc(NC(=O)N3CCCC(C(=O)N(CC)CC)C3)cc2)C1 (configuration not stated)	2%	-6	-6%	38
CCN(CC)S(=O)(=O)c1cccc(C(=O)N/N=C/c2cccc(O)c2O)c1	2%	.	.	-20
CCCCOC(=O)C[N+](C)(C)CCOC1CC2CCC1(C)C2(C)C (configuration not stated)	-6%	-4	.	10
CCOc1ccc2nc(NC(=O)CSc3nc4cccnc4n3C)sc2c1	6%	-6	-1%	111
Cc1cc(C)cc(-n2nnc(C(=O)NCc3ccc4c(c3)OCO4)c2N)c1	-5%	10	.	?
C#CCn1c(=NC(=O)CN2C(=O)CCC2=O)sc2cccc(C)c21	1%	4	4%	7
COc1cc(CNn2c(C)n[nH]c2=S)cc(Cl)c1OCc1ccccc1	?	9	?	5
O=C(Nc1ccccc1)NC1CC2CCC(C1)N2Cc1nnnn1Cc1ccc2c(c1)OCO2 (configuration not stated)	-1%	-3	1%	?
O=C(NC(CO)(CO)CO)c1coc(=O)c(Br)c1	-1%	-3	-4%	-20
N/C(=N\OC(=O)c1ccco1)c1ccc(Br)cc1	-7%	12	-4%	-14
COC(=O)c1ccccc1NC(=O)CSc1nc(N)cc(N)n1	3%	1	1%	15
O=C(c1ccccn1)N(Cc1ccco1)C1(C(=O)NC2CCCCC2)CCCCC1	-2%	2	-1%	10
CCOc1ccccc1OCC(=O)Nc1ccc(S(=O)(=O)Nc2ncccn2)cc1	6%	15	.	56
CCOc1cc(/C=N/O)cc(Br)c1OCC	1%	10	.	?
O=C(O)C1CCC(=O)N(C2CC2)C1c1ccccc1 (configuration not stated)	4%	7	.	69
CC(O)C(NS(=O)(=O)c1ccc(Cl)cc1)C(=O)OCC(=O)N1CCN(c2ccccc2)CC1 (configuration not stated)	-3%	-7	.	77
CCCCc1nnc(NC(=O)CC(=O)Nc2ccccc2C(=O)O)s1	0%	-3	-1%	-20
Cc1cccc(NC(=O)Nc2cccc(F)c2)n1	-1%	1	7%	?
The list goes on:
SMILES	12-hLO inh	IMPase cell inh	15-hLO-2 inh	PNC assembly inh
CC(C)c1ccc(-c2c(C#N)c(N)nc3c2CCCCC3)cc1	-3%	4	-4%	46
O=S(=O)(c1ccc(F)cc1)N1CCN(CC(O)COCc2cccs2)CC1 (configuration not stated)	-1%	0	-4%	32
CC1(C)CC(=O)C2=C(C1)OC(N)=C(C#N)C21C(=O)N2CCCc3cccc1c32 (configuration not stated)	3%	2	2%	-13
O=C(NC(=S)Nc1ccc2c(c1)OCCO2)c1ccc(F)cc1Cl	2%	.	.	-14
COCCn1cc(C(=O)N2CCN(C)CC2)c2c3ccccc3n(C)c2c1=O	-3%	-1	-15%	2
CC(C)CN(CC(C)C)C(=S)NC1CCCCC1	-2%	.	.	-16
Cc1ccc(CSc2nc3ncccc3[nH]2)cc1	3%	-5	-3%	21
COc1ccc(OCC(=O)Nc2nnc(-c3ccco3)s2)cc1	1%	.	.	-113*
Cc1cccc(OCC(=O)N2CCC(N3CCOCC3)CC2)c1	-10%	-5	-5%	?
O=C(NCc1cccnc1)NC1(C(F)(F)F)Oc2ccccc2O1	-20%	?	3%	?
O=C(c1cnccn1)N1CCC[C@@]2(CCN(c3ccccc3)C2)C1	0%	.	-7%	.
CCCc1cc(C(=O)NNC(=S)NC(C)c2ccccc2)cs1 (configuration not stated)	-24%	5	4%	-27
CC(=O)OC1CC(C)N(C(=O)c2ccccc2)c2ccc(C)cc21 (configuration not stated)	-6%	7	-2%	-2
Cc1cccc(OCC(=O)NC(=S)N2CCCc3ccccc32)c1	-3%	10	20µM*	62
COc1ccc(NS(=O)(=O)c2cc(NC(=O)c3ccc(C)o3)ccc2N2CCCCC2)cc1	1%	.	.	-3
CC12CCC(=O)N1c1c(sc3nc(N4CCOCC4)c4c(c13)CCCC4)C(=O)N2 (configuration not stated)	1%	13	-28%	6
CCOC(=O)C1=C(C)NC(=O)NC1C (configuration not stated)	0%	-11	5%	?
O=C(Nc1nc2c(s1)CCCC2)c1cc(-c2ccc3c(c2)OCO3)nc2ccccc12	-16%	-16	.	?
O=C(Nc1cccc(-c2nc3ccccc3[nH]2)c1)c1cccc(NC(=O)c2ccco2)c1	-4%	13	11%[2.29 µM]	-8
CCCCCNCc1ccc(OCc2ccc(Cl)nc2)c(OC)c1	2%	.	.	6
COc1ccc(NC(=O)CSc2nnc(Cn3nnc4ccccc43)n2C)cc1	5%	0	-5%	4
CC(=O)C1=C(O)C(=O)N(Cc2ccccc2)C1c1ccco1 (configuration not stated)	10%	-21	4%	9
CCn1c(SCC(=O)Nc2ccccc2OC)nnc1-c1cnccn1	-5%	-1	-3%	-16
c1ccc(N2CCOCC2)c(Nc2nc3ccccc3n3cnnc23)c1	11%	3	3%	?
Cc1ccc(S(=O)(=O)NC2(C(=O)O)CCCCC2)cc1	0%	3	-8%	?
(listing goes on)
SMILES	12-hLO inh	IMPase cell inh	15-hLO-2 inh	PNC assembly inh
COc1ccc(CN=Cc2[nH]c3ccc(Br)c(Cl)c3c2O)cc1	-17%	1[1.84 µM]	-21%[11.4 µM]	?
O=C(CN1CCN(c2cccc(Cl)c2)CC1)N1CCCC1	6%	6	-5%	59
Nn1cnnc1N/N=C/c1cc(Br)cc(Br)c1O	-30%	3	19%	11
C=CCSc1nc2nc(C)cc(C)n2n1	4%	-3	-1%	?
CCOC(=O)c1cnc(Nc2ccc(OCC)cc2)nc1C	-4%	4	5%	28
CC1(C)CC(=O)C2=C(C1)NC(Nc1nc3ccccc3o1)=NC21CCCC1	0%	24	4%	?
C/C(=N/NC(=O)c1cccs1)c1ccc(N2CCOCC2)cc1	0%	.	.	23
Cc1ccc(OCCOC(=O)Nc2ccccc2)cc1	0%	.	.	-24
CC(C)COc1ccc(C(=O)Nc2ccc(SC(F)F)cc2)cc1	0%	.	.	46
Cc1cc(C)c2[nH]c(=O)c(CN(CC3CCCO3)C(=S)Nc3ccccc3)cc2c1 (configuration not stated)	1%	.	.	3
Cc1cc(C)n2nc(N)c(N=Nc3cccc(Cl)c3)c2n1	3%	.	.	?
Cc1cccc(N2CC(C(=O)Nc3ccc4c(c3)OCO4)CC2=O)c1C (configuration not stated)	-1%	8	0%	-11
Cc1nn(-c2ccccc2)c2sc(C(=O)OCc3nnc(-c4ccccc4)o3)cc12	-3%	5	-11%	31
Cc1cccc(C)c1NC(=O)C(c1ccccc1)N1CC(=O)Nc2ccccc21 (configuration not stated)	-7%	.	.	43
CCN(CC)Cc1ccc(Nc2ccnc3cc(Cl)ccc23)cc1O	-3%	.	-3%	.
C=C(C)Cn1c(SCC(=O)O)nnc1-c1ccccc1	3%	1	-4%	30
COc1cc(C2=NOC(C(=O)Nc3ccc(C)cc3)C2)cc(OC)c1OC (configuration not stated)	-7%	?	4%	?
CCS(=O)(=O)NCc1cn2ccsc2n1	0%	-1	1%	27
CCOc1cc(CNCCSc2nnnn2C)cc(Br)c1OCc1ccccc1F	1%	-1	19%	6
COc1ccccc1C1=Nn2c(nnc2C2CCCCC2)SC1	6%	-8	-9%	?
CCOC(=O)CN(C(=O)Cn1nnc2ccccc21)C(C(=O)NCCOC)c1ccccc1 (configuration not stated)	3%	-2	-5%	?
CC(C)CCNC(=O)Cc1c(C(=O)O)[nH]c2ccc(Cl)cc12	-4%	-1	-3%	0
COCCn1nnnc1C(C(C)C)N1CCC(Cc2ccccc2)CC1 (configuration not stated)	7%	-3	7%	9
CC(C)=N[C@H](C(=O)O)C(C)(C)S	-3%[11.4 µM]	.	-8%[11.4 µM]	.
COC(=O)c1[nH]c2ccc(C)cc2c1NC(=O)c1ccccc1[N+](=O)[O-]	-3%	.	.	12
Next part:
SMILES	12-hLO inh	IMPase cell inh	15-hLO-2 inh	PNC assembly inh
COc1c2ccc(C(=O)NCc3cc(C(F)(F)F)cc(C(F)(F)F)c3)cc2nn1C	6%	0[1.84 µM]	7%[11.4 µM]	-3
Cc1nn(CCC(N)=S)c2nc(-c3cccs3)cc(C(F)(F)F)c12	-10%	-9	.	?
CC(C)(CC(=O)Nc1ccccc1)C(=O)O	4%[11.4 µM]	.	13%[11.4 µM]	.
O=C(NC1CCCC1)C(c1ccc(Cl)cc1)N1CCOCC1 (configuration not stated)	-2%	-3	-4%	-14
C/C(N)=C(/C#N)C(=O)COC(=O)CC1CCCC1	-1%	1	-6%	38
O=C(CCN1CCN(CCO)CC1)Nc1ccc(F)c(F)c1	2%	4	9%	14
O=C(O)COc1ccc(Oc2ccccc2)cc1	0%	8	0%	?
COc1cc(/C=C(\C#N)c2ccccn2)ccc1OCC(=O)Nc1cccc(C(F)(F)F)c1	-1%	.	.	-18
COc1ccc(Br)cc1C(=O)Nc1cc(C)cc(C)c1	7%	1	5%	1
CCOC(=O)N1CCC(NC(=O)c2ccc3c(c2)ncn3C2CCCC2)CC1	5%	-4	0%	67
Cc1ccc(/C=C/C(=O)Nc2sc3c(c2C#N)CCCC3)o1	-3%	-7	.	52
Cc1ccccc1/C=C1\CCCc2ccccc2C1=O	-1%	-3	.	48
Cc1cc(C(=O)N/N=C/c2cc([N+](=O)[O-])ccc2O)c2ccccc2n1	4%	.	.	-8
Cc1c(Cl)c(C(=O)NC2CCCC2)nn1C	4%	-3	.	17
COc1cc(C(c2nnnn2C(C)(C)C)N2CCN(C)CC2)cc(OC)c1OC (configuration not stated)	-6%	-6	7%	23
CCOc1ccc(-c2noc(-c3ccncc3)n2)cc1OCC	-2%	5	-3%	-27
Nn1c(SCC(=O)NCCC2=CCCCC2)nnc1C1CCCCC1	0%	3	-7%	30
Cc1cccc(-n2ncc3c(N4CCCC4)ncnc32)c1	0%	?	.	?
CC(C)C(=O)N1CCN(c2ccc(NC(=O)c3cccs3)cc2)CC1	0%	-4	.	-100*
CC(C)(C)c1ccc(C(=O)Nc2cccc([N+](=O)[O-])c2)cc1	2%	.	.	38
Cc1sc2nc(SCC(=O)N3CCCCC3)[nH]c(=O)c2c1C	2%	10	.	-18
C=CCn1c(O)c(N=NC(=O)CNC(=O)c2cccs2)c2ccccc21	5%	.	.	-27
O=C(CSC1CCCCC1)N1CCN(c2ccccc2)CC1	-8%	7	-12%	?
O=C(NC1CCCC1)c1ccc(S(=O)(=O)N2CCCC2)cc1	2%	5	-1%	51

6 compounds from above, ordered by the value under PNC assembly inh, lowest first:
smiles	12-hLO inh	IMPase cell inh	15-hLO-2 inh	PNC assembly inh
C=CCn1c(O)c(N=NC(=O)CNC(=O)c2cccs2)c2ccccc21	5%	.	.	-27
COc1cc(/C=C(\C#N)c2ccccn2)ccc1OCC(=O)Nc1cccc(C(F)(F)F)c1	-1%	.	.	-18
O=C(NC1CCCC1)C(c1ccc(Cl)cc1)N1CCOCC1 (configuration not stated)	-2%	-3	-4%	-14
Cc1ccccc1/C=C1\CCCc2ccccc2C1=O	-1%	-3	.	48
O=C(NC1CCCC1)c1ccc(S(=O)(=O)N2CCCC2)cc1	2%	5	-1%	51
Cc1ccc(/C=C/C(=O)Nc2sc3c(c2C#N)CCCC3)o1	-3%	-7	.	52
